# Compound activity: PubChem, several laboratories
# GASC-1 inh: inhibitors of human GASC-1 (JMJD2C) demethylase | Q9H3R0 | GST-JMJD2C(1-420) H3K9me3 demethylation, DELFIA europium | inhibition, % at 2.35 µM | 0.069% of 330,000 active | AID 2099;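 active = more than half of a compound's replicate wells show inhibition beyond 50%, single wells judged on their own value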;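 also: signal counts dimethyl H3K9 product captured on neutravidin plate; 0% = median of DMSO wells and 100% = 0.3 times that DMSO median; strong numbers were not always called active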
# Target sequence (Q9H3R0 1-420 limits assumed): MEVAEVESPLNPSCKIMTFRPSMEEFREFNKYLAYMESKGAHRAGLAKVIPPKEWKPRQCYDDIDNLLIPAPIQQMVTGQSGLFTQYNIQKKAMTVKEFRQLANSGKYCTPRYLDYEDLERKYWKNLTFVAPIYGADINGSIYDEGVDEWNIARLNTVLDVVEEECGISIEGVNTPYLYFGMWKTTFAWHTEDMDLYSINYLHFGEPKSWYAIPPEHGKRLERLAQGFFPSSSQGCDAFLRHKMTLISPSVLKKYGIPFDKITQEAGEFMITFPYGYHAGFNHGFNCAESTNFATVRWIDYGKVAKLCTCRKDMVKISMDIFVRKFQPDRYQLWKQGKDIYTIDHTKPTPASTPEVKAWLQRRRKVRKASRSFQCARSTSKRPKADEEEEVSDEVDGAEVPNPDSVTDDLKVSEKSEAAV
# RPL19A TOR yeast: modulators of TOR pathway RPL19A-GFP in S. cerevisiae; S. cerevisiae RPL19A-GFP strain, flow cytometry, 3 h; hits give low values; percent response vs DMSO, % at 10 µM; 0.3% of 330,000 active;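 active = percent response vs DMSO below 50%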;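 also: median channel GFP fluorescence of the barcoded RPL19A-GFP strain; ratio of sample median GFP to plate DMSO average so 100% = DMSO; lower means less RPL19A-GFP as with rapamycin TOR inhibition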
# proCasp3 act: activates human procaspase-3; activation, % at 8.5 µM; P42574; recombinant procaspase-3 D3A, Ac-DEVD-pNA absorbance 405 nm; 0.11% of 330,000 active;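 active = activation above the mean of all tested compounds plus 3 SD, cut at about 21% in these data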;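 also: 0% = DMSO alone and 100% = DMSO wells spiked with extra 5 µM PC-3 D3A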
# Target sequence (P42574 whole entry D9A/D28A/D175A): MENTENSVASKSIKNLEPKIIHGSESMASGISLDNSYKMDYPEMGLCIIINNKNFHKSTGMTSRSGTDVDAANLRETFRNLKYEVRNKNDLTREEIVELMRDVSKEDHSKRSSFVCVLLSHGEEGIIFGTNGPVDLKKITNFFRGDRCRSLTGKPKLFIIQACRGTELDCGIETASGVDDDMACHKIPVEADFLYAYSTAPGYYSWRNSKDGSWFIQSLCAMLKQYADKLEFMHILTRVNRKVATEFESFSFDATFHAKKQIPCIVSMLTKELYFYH
#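 System: Procaspase-3 D3A mutant. Medium: Zinc-free 300 mM NaCl, 50 mM HEPES, 0.01% Triton X-100. Schedule: 1 h preincubation plus 2 h reaction at 25 °C. Measured by: 405 nm absorbance of p-nitroaniline, reads at 0 and 120 min. Read-out: percent activation relative to control range.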
# MEP2 TOR yeast: alters MEP2-GFP fluorescence in TOR pathway yeast screen; S. cerevisiae MEP2-GFP strain, flow cytometry GFP, 3 h; 100% = DMSO control level; GFP response vs DMSO, % at 10 µM; 0.51% of 330,000 active; AID 2016;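 active = GFP response versus DMSO above a set limit, roughly screen mean plus 3 SD, cut at about 180% in these data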;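 also: median GFP fluorescence of the barcode-gated MEP2-GFP cells per well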
# AHR activator: activates the human aryl hydrocarbon receptor. P35869. AHR-responsive luciferase reporter cells, luminescence. activation, % at 5 µM. 2.5% of 320,000 active. AID 2796; in the data active = activation above about 47%;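 also: 0% = vehicle wells and 100% = reference agonist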
# CR mimetic SO: yeast age-related superoxide inhibition as caloric restriction mimetic. superoxide response (% of plate mean), % at 10 µM. S. cerevisiae aged cells, superoxide DHE fluorescence; hits give low values. 0.18% of 330,000 active;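 active = superoxide response under a set limit, about three screen SD below normal, cut at about 65% in these data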;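 also: yeast aged for seven days with compound at 30 °C before DHE staining; 100% = average MFI of all compound-treated wells on the plate with controls excluded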
# LAP4 TOR yeast: modulators of TOR pathway LAP4-GFP in S. cerevisiae | S. cerevisiae LAP4-GFP multiplex, flow cytometry GFP, 3 h; median GFP as percent of DMSO wells | GFP response vs DMSO, % at 10 µM | 0.34% of 320,000 active | AID 2023;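 active = GFP response vs DMSO above a set limit, about the screen mean plus 3 SD, cut at about 150% in these data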
# procasp7 counter: counter-screen: procaspase-7 (human) activation; recombinant procaspase-7, Ac-DEVD-pNA absorbance 405 nm; D23A/D198A/D206A triple mutant, cannot self-cleave; scale: DMSO 0, 5 µM enzyme 100; activation, % at 8.5 µM; 0.093% of 330,000 active; AID 463210;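 active = percent activation above the screen-wide mean plus 3 SD, cut at about 25% in these data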
# Target sequence (P55210 whole entry D23A/D198A/D206A): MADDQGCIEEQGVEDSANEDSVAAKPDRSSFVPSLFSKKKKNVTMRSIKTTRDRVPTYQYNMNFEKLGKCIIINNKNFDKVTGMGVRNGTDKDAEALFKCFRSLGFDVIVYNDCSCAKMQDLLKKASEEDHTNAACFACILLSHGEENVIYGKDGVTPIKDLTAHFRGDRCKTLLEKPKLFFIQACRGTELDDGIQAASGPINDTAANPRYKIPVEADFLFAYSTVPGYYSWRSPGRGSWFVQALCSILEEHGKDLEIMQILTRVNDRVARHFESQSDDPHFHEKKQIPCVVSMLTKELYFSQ
#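 Assay system – Uncleavable procaspase-7 mutant enzyme · Quantity – 2 µM procaspase-7 mutant as dispensed · Times – 1 h preincubation, 2 h reaction · Dosing – single nominal 8.5 µM compound dose, 0.8% DMSO final · Buffer or medium – Zinc-free 50 mM HEPES buffer, pH 7.4, with NaCl and Triton X-100 · Detection – Epi-absorbance of released pNA at 405 nm, two timepoints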
# Numbers without * were called inactive; x = not tested or not shown; [ ] = dose if it differs, or a comment.
# Sample of the layout, 3 compounds:
Compound	proCasp3 act	MEP2 TOR yeast	LAP4 TOR yeast	GASC-1 inh	AHR activator	CR mimetic SO	RPL19A TOR yeast	procasp7 counter
COc1ccc(C(CNC(=O)c2cc(F)c(F)c(F)c2F)N2CCOCC2)cc1 (centres undefined)	1.6	93.1	109.3	1.7	5.3	112.1	103.8	-3.0
COc1ccc(C(=O)NCCS(=O)(=O)NCc2ccccc2OC)cc1	-0.6	102.7	127.6	-3.4	4.2	104.7	103.0	4.8
COc1ccc(C(=O)Cn2c(NCCO)nc3ccccc32)cc1OC	7.6	102.8	94.3	27.0	0.9	106.4	99.2	-9.0

# All compounds of this part (from the top)
Compound	proCasp3 act	MEP2 TOR yeast	LAP4 TOR yeast	GASC-1 inh	AHR activator	CR mimetic SO	RPL19A TOR yeast	procasp7 counter
COc1ccc(C(CNC(=O)c2cc(F)c(F)c(F)c2F)N2CCOCC2)cc1 (centres undefined)	1.6	93.1	109.3	1.7	5.3	112.1	103.8	-3.0
COc1ccc(C(=O)NCCS(=O)(=O)NCc2ccccc2OC)cc1	-0.6	102.7	127.6	-3.4	4.2	104.7	103.0	4.8
COc1ccc(C(=O)Cn2c(NCCO)nc3ccccc32)cc1OC	7.6	102.8	94.3	27.0	0.9	106.4	99.2	-9.0
Fc1c(F)c(F)c(CSc2nc3ccccc3[nH]2)c(F)c1F	-0.3	91.6	88.9	-47.4	-3.2	93.9	91.8	-8.0
Cc1ccccc1Oc1ccc(NC(=O)C2CC=CCC2C(=O)O)cc1 (centres undefined)	12.8	98.4	92.6	-3.9	-0.8	100.0	97.5	-8.5
COc1cccc(C(=O)N2CCN(S(=O)(=O)Cc3ccccc3)CC2)c1	-4.2	95.5	76.2	-6.1	0.1	102.5	113.4	1.8
O=C(Nc1cccc(F)c1)c1cc(S(=O)(=O)N2CCOCC2)ccc1N1CCCC1	6.3	98.9	99.5	3.3	1.2	106.5	96.8	-5.6
S=C1Nc2cc(Cl)ccc2Sc2ccccc21	5.0	102.7	96.8	14.9	2.7	94.0	104.3	-2.7
COC(=O)N/N=C/c1cc(OC)c(O)c([N+](=O)[O-])c1	-0.9	103.9	85.7	-7.8	4.3	107.3	101.3	-3.5
CCn1ncc(NC(=S)Nc2ccc3c(c2)OCO3)c1C(N)=O	-19.0	104.2	95.0	5.2	16.2	115.4	99.1	-34.7
NS(=O)(=O)c1ccc2nc(NC(=O)CS(=O)(=O)c3ccc(F)cc3)sc2c1	5.7	94.3	97.9	8.5	8.8	105.5	100.3	2.9
CC(NC(=O)c1sc2cc([N+](=O)[O-])ccc2c1Cl)C(C)(C)C (centres undefined)	-13.6	95.1	100.9	-43.9	-1.1	90.2	97.1	-28.1
Cc1[nH]c2ccc(C(=O)OC(C)C(=O)NCc3ccccc3)cc2c1C (centres undefined)	0.5	99.7	107.5	-12.8	16.9	113.2	95.5	-5.1
CCc1ccc(OCCNC(=O)c2cc(SC)ccc2Cl)cc1	-5.2	95.6	104.5	2.8	2.0	92.0	98.1	4.9
CCCCNC(=O)NS(=O)(=O)c1ccc(NS(=O)(=O)c2ccccc2)cc1	3.7	100.0	99.4	-4.1	1.9	100.3	100.8	1.4
CCc1cccc(CC)c1NC(=O)COC(=O)c1cccc(S(=O)(=O)N2CCc3ccccc3C2)c1	1.8	104.1	99.9	-19.5	5.2	94.7	97.6	2.9
COC(=O)[C@]1(Cc2ccccc2)N[C@H](CN(C)C(=O)Nc2ccc(OC)cc2)[C@@H]2C(=O)N(Cc3ccccc3)C(=O)[C@@H]21	4.5	92.2	88.2	-54.3	1.7	101.7	97.3	2.1
Cc1nn(S(=O)(=O)c2cccs2)c(C)c1Sc1ccc([N+](=O)[O-])cc1	-3.2	96.1	98.3	-2.7	1.8	90.5	98.5	-8.7
CCN(CC)S(=O)(=O)c1ccc(C(=O)NCCc2ccccn2)cc1	-4.7	107.1	97.5	11.5	3.9	91.2	91.6	3.5
C(#Cc1ccccc1)CN1CCOCC1	7.4	105.4	128.0	-3.8	-0.2	99.3	95.0	8.6
CO/N=C/C(C#N)=C/c1cc(C(=O)c2ccc(F)cc2)cn1C	5.0	102.2	98.1	11.2	1.7	102.4	94.5	0.5
COc1cc(OC)cc(-c2nnc(SCC(=O)N3CCCc4ccccc43)o2)c1	10.7	83.8	88.2	-42.6	16.4	109.9	96.5	-4.3
COc1cc(NC(=S)N2CCN(c3ccccn3)CC2)c(OC)cc1Cl	-14.1	100.8	93.4	-13.1	8.4	87.3	102.4	-28.3
O=C(CCCCCC(=O)N(CCO)CCO)N(CCO)CCO	-9.3	103.7	103.6	2.5	-3.2	106.0	100.0	-11.8
Cc1cc(NC(=O)c2ccc3c(c2)OCO3)ccc1NC(=O)c1ccco1	7.4	105.8	96.7	0.9	-8.4	113.2	98.8	2.6
CCN(CC(=O)Nc1ccc2c(c1)OCCO2)c1nc(-c2cccnc2)nc2ccccc12	6.0	101.2	99.4	-0.5	22.6	108.8	96.1	6.2
CC(=O)NC(CC(=O)NC1CCCc2ccccc21)c1ccccc1 (centres undefined)	-6.9	100.8	109.7	-6.0	5.2	99.8	97.7	-1.5
O=C(CCCOc1ccc(Cl)cc1Cl)Nc1ccccn1	8.1	104.7	118.6	-28.7	5.2	89.1	88.1	3.0
CC(C)CCSc1nnc(N)s1	-5.8	100.7	115.8	-23.8	1.6	107.0	101.3	4.4
Fc1ccc(CSc2ncnc3ccccc23)cc1	10.6	96.5	103.9	31.0	-7.2	86.3	107.5	4.0
CCn1c2ccccc2c2c3ncc4cccn4c3ccc21	-28.8	160.0[may fluoresce violet]	136.0[may fluoresce violet]	-3.1	65.6*	105.3	104.3[may fluoresce violet]	-33.7
Cc1ccccc1-c1nc(CS(=O)CC(=O)NCCN2CCN(Cc3ccccc3)CC2)c(C)o1 (centres undefined)	5.1	103.7	96.9	6.1	2.5	89.9	99.4	7.1
CCNC(=O)CCC(=O)Nc1cc(Cl)ccc1C	-0.1	99.9	103.2	-9.6	-2.4	106.5	99.8	4.6
COc1ccc(Cl)cc1CNCCCSc1ncccn1	x	101.0	96.1	10.9	x	107.3	103.2	x
CC(C)n1c(N2CCN(CC(=O)NCc3cccs3)CC2)nc2ccccc21	-0.6	97.9	102.2	4.7	4.2	97.8	101.2	5.6
CCN(CC)C(=O)CSc1nnc(-c2ccco2)n1Cc1ccco1	-0.6	97.7	96.7	-0.4	-3.3	109.3	x	7.2
CN(C)CCSc1nnc(-c2ccccc2)o1	-1.8	102.7	98.2	2.9	3.5	96.0	102.0	-4.1
CCn1c(SCC(=O)NC(C)c2ccccc2)nc2ccccc21 (centres undefined)	-5.6	100.1	98.4	85.2	3.3	94.4	95.9	0.6
Cc1coc2c1c(C)cc1oc(=O)c(CC(=O)N[C@@H](CC(C)C)C(=O)O)c(C)c12	3.6	109.6	98.5	-6.3	1.5	97.7	109.2	-4.1
O=C(NC1(C(F)(F)F)N=C2SCCN2C1=O)c1ccco1 (centres undefined)	1.4	118.2	99.0	x	-0.8	125.9	97.0	-0.6
CCOc1ccc(-n2c(O)c(/C=N/Nc3nnc(C)c(=O)[nH]3)c3ccccc3c2=O)cc1	-1.8	97.5	95.3	-14.2	22.1	103.5	99.5	-22.5
CCOC(=O)C(=O)Nc1ccc(S(=O)(=O)Nc2ncccn2)cc1	-5.4	104.1	104.9	4.2	-2.8	121.0	99.9	5.3
Cc1ccc(C(=O)NC(N2CCCC2)C(Cl)(Cl)Cl)cc1 (centres undefined)	0.8	101.3	83.3	9.7	1.2	97.2	104.2	-1.4
O=C(Nc1ncc2c(n1)CC(c1ccco1)CC2=O)c1ccccc1 (centres undefined)	1.8	100.5	104.6	14.3	6.4	99.5	101.3	-9.9
Brc1cc(Cc2nnc(-c3ccccc3)o2)c(Br)s1	-1.8	105.8	108.6	-4.6	42.3	101.3	104.3	-6.3
COc1ccc(/C(C)=N/NC(=O)C2C3CCCCC32)c(OC)c1 (centres undefined)	7.3	100.4	94.1	21.5	3.8	92.7	104.9	7.3
O=C(CCCc1ccccc1)c1ccccc1	4.4	114.1	89.8	2.5	-4.6	89.4	101.5	4.6
O=c1c2c([nH]c3ccccc13)CCCCC2	1.3	94.6	96.4	3.7	-0.9	107.2	93.7	8.6
Cn1c(SCc2ccc(F)cc2)nnc1-c1ccncc1	x	106.1	95.9	1.5	x	84.8	107.4	x
O=C(Nc1cccnc1)c1cc(-c2ccco2)on1	-0.3	113.3	119.6	4.1	1.7	116.5	101.3	3.0
CC(=O)c1c(C)[nH]c(C(=O)CN2C(=O)NC(C)(CCC(C)C)C2=O)c1C (centres undefined)	14.6	102.2	86.3	5.6	6.0	72.9	99.8	3.9
O=C(NNC(=O)c1sccc1-n1cccc1)c1ccccc1	-5.9	98.3	96.2	-0.5	137.1*	91.6	97.9	10.1
COc1ccc(C(CNC(=O)c2cc(S(=O)(=O)N3CCCC3)ccc2Cl)N2CCCC2)cc1 (centres undefined)	-5.5	106.5	101.8	3.4	0.7	93.7	105.1	4.4
CS(=O)(=O)N(CC(=O)O)c1cc(C(F)(F)F)ccc1Cl	2.7	93.0	124.6	-1.5	-0.5	109.3	92.2	3.9
CCS(=O)(=O)c1ccc2c(c1)N(S(=O)(=O)c1cccs1)CC(C(=O)O)O2 (centres undefined)	4.1	98.1[may fluoresce green]	105.2[may fluoresce green]	-1.0	8.5	98.7	96.6[may fluoresce green]	-9.2
COC(=O)c1cccc(C(=O)Nc2cnc3ccccc3c2)n1	-2.4	96.2	97.2	-1.5	44.2	91.6	99.5	11.4
CCOc1ccc(OCc2ccc(C(=O)N3CCOCC3)cc2)cc1	-7.2	105.0	97.4	47.4	8.0	95.1	98.0	7.0
O=C(Nc1ccc2c(c1)N(S(=O)(=O)c1cccs1)CCC2)c1c(F)cccc1F	4.0	109.9	114.0	22.2	3.3	86.7	108.2	6.4
Nc1c2nc(-c3ccccc3)[nH]c(=O)c2nc(=O)n1-c1ccccc1	3.5	105.5	101.4	-11.1	12.6	124.0	97.7	2.1
O=C(NC(=S)NCC1CCCO1)c1ccc(Cl)cc1Cl (centres undefined)	1.3	98.3	89.9	22.4	6.8	98.4	101.9	-5.5
CCC(=O)N1CCc2cc(S(=O)(=O)NC(C(=O)NCc3ccccc3)C(C)C)ccc21 (centres undefined)	5.2	109.4	101.7	2.1	2.8	103.7	103.3	7.5
COc1ccccc1CNC(=O)c1cc(-c2ccncc2)nc2c(Cl)cccc12	-2.4	112.8	105.0	-28.3	45.5	101.0	92.1	-3.6

# Quoted at random: 2 records from the list
Compound	proCasp3 act	MEP2 TOR yeast	LAP4 TOR yeast	GASC-1 inh	AHR activator	CR mimetic SO	RPL19A TOR yeast	procasp7 counter
CCOc1ccc(OCc2ccc(C(=O)N3CCOCC3)cc2)cc1	-7.2	105.0	97.4	47.4	8.0	95.1	98.0	7.0
CCC(=O)N1CCc2cc(S(=O)(=O)NC(C(=O)NCc3ccccc3)C(C)C)ccc21 (centres undefined)	5.2	109.4	101.7	2.1	2.8	103.7	103.3	7.5
